mHTT-CaM PPI inh – inhibitors of human mutant huntingtin-calmodulin interaction. inhibition, % at 15 µM. AlphaScreen His-mHTT/GST-CaM binding, luminescence. 3.6% of 190,000 active. P42858. AID 1671202;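 also: 0% = both proteins with DMSO and 100% = one protein alone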
Target sequence (P42858 whole entry, looked up, stated change not applied): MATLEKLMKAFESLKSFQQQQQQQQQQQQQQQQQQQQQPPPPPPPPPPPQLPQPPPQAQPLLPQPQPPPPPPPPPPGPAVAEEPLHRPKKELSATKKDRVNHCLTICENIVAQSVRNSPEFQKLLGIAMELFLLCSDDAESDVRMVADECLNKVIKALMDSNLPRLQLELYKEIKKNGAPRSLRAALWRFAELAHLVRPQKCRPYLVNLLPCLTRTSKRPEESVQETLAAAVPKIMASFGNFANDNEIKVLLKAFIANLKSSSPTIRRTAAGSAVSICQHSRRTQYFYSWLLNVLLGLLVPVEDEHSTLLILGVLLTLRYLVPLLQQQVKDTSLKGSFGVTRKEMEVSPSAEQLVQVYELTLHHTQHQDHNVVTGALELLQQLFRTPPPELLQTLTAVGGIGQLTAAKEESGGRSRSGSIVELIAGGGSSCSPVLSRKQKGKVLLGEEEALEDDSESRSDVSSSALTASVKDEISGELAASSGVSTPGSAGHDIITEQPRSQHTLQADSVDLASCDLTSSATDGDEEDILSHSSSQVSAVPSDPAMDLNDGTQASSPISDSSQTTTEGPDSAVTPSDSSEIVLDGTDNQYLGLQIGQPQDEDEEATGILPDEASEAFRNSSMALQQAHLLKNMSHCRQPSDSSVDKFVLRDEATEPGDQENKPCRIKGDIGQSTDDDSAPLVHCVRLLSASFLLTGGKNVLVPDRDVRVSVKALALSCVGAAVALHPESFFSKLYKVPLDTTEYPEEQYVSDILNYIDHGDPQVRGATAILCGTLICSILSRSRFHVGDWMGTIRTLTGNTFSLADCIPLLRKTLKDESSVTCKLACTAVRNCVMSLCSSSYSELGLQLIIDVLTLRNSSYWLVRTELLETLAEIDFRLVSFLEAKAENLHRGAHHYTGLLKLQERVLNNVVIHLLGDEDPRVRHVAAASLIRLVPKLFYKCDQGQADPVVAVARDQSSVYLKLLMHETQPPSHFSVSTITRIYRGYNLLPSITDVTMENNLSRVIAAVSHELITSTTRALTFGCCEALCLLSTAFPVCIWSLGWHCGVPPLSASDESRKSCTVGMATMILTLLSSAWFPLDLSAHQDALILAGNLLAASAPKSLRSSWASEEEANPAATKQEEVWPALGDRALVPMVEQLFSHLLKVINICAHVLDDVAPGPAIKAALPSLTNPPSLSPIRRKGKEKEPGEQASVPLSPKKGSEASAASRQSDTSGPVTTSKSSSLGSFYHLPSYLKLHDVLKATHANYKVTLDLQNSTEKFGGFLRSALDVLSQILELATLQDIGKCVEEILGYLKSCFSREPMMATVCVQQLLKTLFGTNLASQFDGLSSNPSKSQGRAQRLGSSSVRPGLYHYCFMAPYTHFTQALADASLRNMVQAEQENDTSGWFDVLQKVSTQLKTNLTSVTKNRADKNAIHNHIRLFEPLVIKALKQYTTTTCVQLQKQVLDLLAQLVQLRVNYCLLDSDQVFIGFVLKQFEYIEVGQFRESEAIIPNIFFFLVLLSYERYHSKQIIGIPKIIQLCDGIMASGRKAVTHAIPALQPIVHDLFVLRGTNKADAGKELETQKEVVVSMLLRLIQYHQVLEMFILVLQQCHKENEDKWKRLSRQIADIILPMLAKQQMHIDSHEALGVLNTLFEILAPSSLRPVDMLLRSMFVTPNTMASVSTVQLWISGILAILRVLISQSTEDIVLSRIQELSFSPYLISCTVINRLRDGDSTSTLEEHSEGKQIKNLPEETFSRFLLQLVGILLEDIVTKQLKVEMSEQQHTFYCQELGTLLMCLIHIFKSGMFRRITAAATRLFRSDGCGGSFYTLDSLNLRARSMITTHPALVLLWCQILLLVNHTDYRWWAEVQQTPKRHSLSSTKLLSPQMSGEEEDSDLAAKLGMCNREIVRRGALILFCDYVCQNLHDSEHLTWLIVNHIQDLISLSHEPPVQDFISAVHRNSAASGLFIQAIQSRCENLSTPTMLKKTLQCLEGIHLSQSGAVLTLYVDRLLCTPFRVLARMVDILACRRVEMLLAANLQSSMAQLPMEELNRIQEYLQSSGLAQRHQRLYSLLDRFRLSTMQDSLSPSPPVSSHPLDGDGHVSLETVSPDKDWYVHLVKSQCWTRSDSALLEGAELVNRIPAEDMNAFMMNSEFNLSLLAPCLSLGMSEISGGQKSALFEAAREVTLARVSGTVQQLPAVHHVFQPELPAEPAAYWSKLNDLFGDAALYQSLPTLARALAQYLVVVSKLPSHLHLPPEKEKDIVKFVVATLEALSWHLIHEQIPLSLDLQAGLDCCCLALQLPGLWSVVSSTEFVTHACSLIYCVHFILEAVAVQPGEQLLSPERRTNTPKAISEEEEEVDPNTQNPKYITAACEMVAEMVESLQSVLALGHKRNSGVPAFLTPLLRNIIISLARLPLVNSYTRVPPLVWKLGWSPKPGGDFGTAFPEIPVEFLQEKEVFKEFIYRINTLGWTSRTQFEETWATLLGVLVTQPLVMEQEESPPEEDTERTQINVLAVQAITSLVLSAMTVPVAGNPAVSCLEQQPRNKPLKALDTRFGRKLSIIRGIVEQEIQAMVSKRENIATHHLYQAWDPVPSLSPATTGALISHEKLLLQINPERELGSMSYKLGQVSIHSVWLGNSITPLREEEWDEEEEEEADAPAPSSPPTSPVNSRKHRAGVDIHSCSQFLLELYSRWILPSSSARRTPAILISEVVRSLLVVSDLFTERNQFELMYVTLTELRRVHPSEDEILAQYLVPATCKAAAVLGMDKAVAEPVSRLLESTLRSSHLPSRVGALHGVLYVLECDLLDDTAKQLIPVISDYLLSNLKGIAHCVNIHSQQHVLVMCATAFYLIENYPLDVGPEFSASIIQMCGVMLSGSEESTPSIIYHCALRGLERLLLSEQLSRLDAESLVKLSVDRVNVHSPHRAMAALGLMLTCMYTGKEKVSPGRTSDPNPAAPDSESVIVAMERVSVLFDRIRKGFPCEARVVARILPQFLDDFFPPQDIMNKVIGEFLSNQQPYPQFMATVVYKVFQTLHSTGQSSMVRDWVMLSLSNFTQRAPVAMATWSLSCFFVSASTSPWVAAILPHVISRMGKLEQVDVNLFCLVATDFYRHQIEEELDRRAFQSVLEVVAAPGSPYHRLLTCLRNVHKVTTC
Pf apPOL inh – Pf-apPOL DNA polymerase inhibition; Recombinant Pf-apPOL, molecular beacon fluorescence, 1.5 h; inhibition, % at 10 µM; 0.25% of 210,000 active
An asterisk follows results filed as active; i = inactive; . = no result given; & = joins results of further samples. Rule as the data show it: active = inhibition above about 50%; inactive = the rest.

structure,mHTT-CaM PPI inh,Pf apPOL inh
COc1ccc(C2CC(c3ccc(F)cc3)=NN2C(=O)CN2CCOCC2)cc1 (stereo not given),64*,-4
CCS(=O)(=O)N1CCC(OCc2nc(-c3ccncc3)no2)CC1,3,-2
O=C1c2cc(S(=O)(=O)O)ccc2CCC1S(=O)(=O)O (stereo not given),.,9
c1cnc(N2CCN(C3CCCCCC3)CC2)nc1,-3,-2
Cc1cccc(-n2c(C)nc3cc(C(=O)NCc4ccc(F)cc4)ccc32)c1,33,35
COc1ccc(OC)c(CN2CCN(Cc3ccc4c(c3)OCO4)CC2)c1,6,4
CCn1cnc2ccc(-c3noc(COc4cccc(C)c4)n3)cc21,-8,-1
Cc1cc(C)cc(N2CCC(NC(=O)Nc3cc(C)ccc3C)C2=O)c1 (stereo not given),-10,-1
O=[N+]([O-])c1ccccc1/C=C/CN1CCCC(O)C1 (stereo not given),-5,0
O=C(Nc1ccc2c(c1)CCC2)N1CC2CC(NS(=O)(=O)c3ccccc3)C1C2 (stereo not given),7,-3
Cc1cc(C(=O)Nc2ccccc2F)ccc1[N+](=O)[O-],-2,-5
FC(F)(F)c1cc(-c2ccc(-c3ccn[nH]3)o2)cc(C(F)(F)F)c1,.,-4
Cc1ccc(-c2csc(=Nc3cccc(Cl)c3)n2CCO)cc1,93*,-4
CCc1nnc2c(NC(=O)c3cccc(Br)c3)cccn12,-7,0
CCN(C)C(=O)c1nnc(N2CCCCC2)c2ccccc12,-3,-1
CCCCCCS(=O)(=O)CC#N,.,-2
CC(C)n1cc2cc(C(=O)N(C)CCc3ccncc3)sc2c1,5,-3
NNC(=O)CS(=O)Cc1cccc(C(F)(F)F)c1 (stereo not given),.,-10
COc1ccc(CNc2oc(COc3ccc(Br)cc3)nc2C#N)cc1,45,0
O=c1oc2cc([N+](=O)[O-])ccc2n1CN1CCCCC1,3,2
COc1cccc(S(=O)(=O)N2CCC(c3nc4ccncc4n3CC(C)C)C2)c1 (stereo not given),8,0
CC(C)(C)NC(=S)N1CCSCC1,.,-7
COc1ccc(C2CC(c3cccc(Br)c3)Nc3ncnn32)c(OC)c1OC (stereo not given),60*,-4
CCCCNC(=S)Nc1ccc(F)cc1,.,-5
COC(=O)CCN1CCc2cc(N=Nc3ccc(C)cc3)ccc21,.,-1
CSc1nc(C)cc(-n2cc(Br)c(=O)[nH]c2=O)n1,8,1
Cc1ccc(C(c2ccc(C)o2)c2cc3c(cc2[N+](=O)[O-])OCCO3)o1,56*,-6
CCc1[nH]c2ccccc2c1C,50*,-11
Cc1ccc(C)c(N2CCN(C(=O)CCC3CCCN(C(=O)Nc4ccccc4)C3)CC2)c1 (stereo not given),43,1
CCc1ccc(NS(=O)(=O)c2cc3n(c2)CCCN(C)C3=O)cc1,6,0
CC(=O)N(CN1C(=O)c2cccc([N+](=O)[O-])c2C1=O)c1ccc(C)cc1,-2,-1
CCOc1ccc(C=Nc2cc(Cl)ccc2O)c(O)c1,10,3
COc1ccc(-c2c(C)oc3cc(OC(C)=O)ccc3c2=O)cc1,-5,2
CC(=O)N1CCN(c2nc3c(s2)CC(C(=O)NCCN2CCOCC2)CC3)CC1 (stereo not given),9,-3
O=c1cc(-c2cccc(F)c2)[nH]c2cc(Cl)ccc12,-5,-7
O=C(NCc1ccccc1)N1CCC(OCc2nc(C3CC3)no2)CC1,-12,-9
CC1CC(=O)c2c(F)c(F)cc3c(=O)c(C(=O)O)cn1c23 (stereo not given),.,-4
Cc1ccc(CNC(=O)C2CCCN(c3nnc4c(Cl)cccn34)C2)o1 (stereo not given),17,6
O=C(NCc1cc(-c2ccc3c(c2)OCO3)on1)c1cnc2ccccc2n1,0,6
COc1ccc(-c2coc3c4c(ccc3c2=O)OCN(CCCc2ccccc2)C4)cc1OC,21,-12
CC1CN(c2ccc([N+](=O)[O-])cc2S(=O)(=O)N2CCCCC2)CC(C)O1 (stereo not given),5,-12
C=CCn1c(Cc2ccc(OC)c(OC)c2)n[nH]c1=S,.,-3
COc1ccccc1Oc1c(C)oc2cc(OC(=O)C3CC3)ccc2c1=O,2,-6
CCOc1ccc(CNC(=O)C2CCCN(c3nc4ccccc4o3)C2)cc1 (stereo not given),10,-15
CCCC(=O)Nc1cnc(-c2ccccc2)nc1,0,4
CC(C)(C)n1nc2c(c1NC(=O)C1CCCCC1)CSC2,10,-8
CCCCOc1ccc(C2NC(C(=O)O)CS2)cc1 (stereo not given),-2,-6
O=C1NC(=O)/C(=C\c2ccccc2OCc2ccc(Cl)cc2)S1,9,1
CCOC(=O)c1ccc(Oc2coc3cc(OC(=O)C(C)C)ccc3c2=O)cc1,2,-7
CN(C)c1ccc(/C=C2/N=C(c3ccc(I)cc3)OC2=O)cc1,15,0

(continued)
structure,mHTT-CaM PPI inh,Pf apPOL inh
CCn1c(=O)c(C(=O)N2CCCC2)nc2cccnc21,-10,-1
CCCCN(C)C(=O)c1cc2c(s1)CCN(C(C)=O)C2,19,-2
Clc1ccc(CNc2ncn[nH]2)cc1,-1,-8
Cc1cc(C)c(C(=O)N2CCC(CC(=O)NCCC(C)C)CC2)[nH]1,-5,-1
Cc1ccnc(Nc2nc(CC(=O)Nc3nc4c(s3)CCCC4)cs2)c1,30,12
COc1cc(-c2noc(C)c2/C=C/c2ccc(N)cc2)cc(OC)c1OC,53*,-5
COc1cc(C(=O)N2CCC(c3noc(-c4cccc(C)c4)n3)CC2)cc(OC)c1OC,19,5
O=C(Cn1c(=O)n(C2CCCCC2)c2ncccc21)NC1CCCCCC1,5,-2
Nc1cc(N)nc(SCc2noc(-c3ccc(Cl)cc3)n2)n1,1,-1
Cc1nc(NN)c2c3c(sc2n1)CCC3,27,-3
COc1cc([N+](=O)[O-])ccc1N1C(=O)C2C3C=CC(O3)C2C1=O (stereo not given),2,-4
COCC(=O)NCCc1ccc(OC)cc1,-5,-4
Cc1cc(NC(=O)c2ccccc2)sc1C,8,-5
CC(=O)Oc1ccccc1C(=O)O,.,6
Cn1nc([N+](=O)[O-])nc1Sc1nc2ccccc2n1C,-3,-5
COCCN1CCC(N2CCCN(C(=O)c3ccc4c(c3)OCO4)CC2)C1=O (stereo not given),3,3
N/C(=N\OC(=O)COc1ccc(Cl)cc1)c1ccccn1,i,-4
COC(=O)c1ccc(C(=O)NC2CCCCC2N2C(=O)CSC2=O)cc1 (stereo not given),-10,0
COc1ccc(-c2ccc(CN3C(C(C)C)C(=O)N(Cc4cn(CCC5OCCO5)nn4)CCS3(=O)=O)cc2)cn1 (stereo not given),45,4
O=C(c1cnccn1)N1CCCn2nc(-c3cccs3)cc2C1,-4,-1
c1ccc(CN2CCC(NC3C4CC5CC(C4)CC3C5)CC2)cc1 (stereo not given),0,5
CC1(C)CC(=O)c2c(-c3ccccc3)n[nH]c2C1,0,-6
C=CCNc1nc(-c2ccccc2)c(C(=O)Nc2ccc3c(c2)OCCO3)s1,-1,1
Cc1ccc(NC(=O)N2CCCC2c2nc(-c3ccc(F)cc3F)no2)c(Cl)c1 (stereo not given),-21,-3
NS(=O)(=O)c1cc2c(c(Br)c1Cl)NCNS2(=O)=O,-5,-8
CN(C)C1CN(Cc2cn(Cc3ccc(F)cc3)nn2)S(=O)(=O)C1 (stereo not given),-22,-5
O=C(O)c1ccc(CNCc2ccc(Br)cc2)cc1,-7,-2
O=C(Cc1ccc(Cl)cc1)Nc1ccc(O)cc1C(=O)O,-2,2
O=C(NCCn1ncccc1=O)Nc1ccc(F)cc1F,-18,-3
O=C(Nc1ccccc1)c1ccc(Cl)c(S(=O)(=O)N(CCO)CCO)c1,-5,3
Cc1cc(C)c2c(N3CCCC3)nc(C(=O)N3CCCC(C)C3)nc2n1 (stereo not given),-7,-5
CC1CCN(S(=O)(=O)c2ccc(Cl)c(C(=O)Nc3ccccc3[N+](=O)[O-])c2)CC1,0,-15
CC1CCN(Cc2cc(=O)oc3cc(O)c(Cl)cc23)CC1,0,-8
Cc1ccc2oc(=O)c3c(c2c1)CC(C(F)(F)F)S3 (stereo not given),-5&-9,-2&4
Cc1ccc(C(=O)N2CCCC(COc3ccc(C(=O)N4CCOCC4)cc3)C2)cc1F (stereo not given),2,-21
Brc1ccc(SCCc2ccncc2)cc1,-26&-10,-3&-7
CCc1ccc(S(=O)(=O)NCC2CCN(Cc3cccs3)CC2)s1,-5,-10
CCOc1ccc(-c2cn(-c3cccc(C)c3C)c(=O)[nH]2)cc1Cl,21,0
Cc1ccc(C2Cn3nnc(C(=O)N4CCN(C(=O)c5ccsc5)CC4)c3CO2)cc1 (stereo not given),-4,-4
CCOc1cc(C2C(C#N)=C(N)OC3=C2C(=O)CC(C)(C)C3)ccc1O (stereo not given),0,-8
CCC(=O)N1CCc2sc(S(=O)(=O)Nc3ccc(C)c(F)c3)cc2C1,7,-3
COCCNC(=O)C1CCN(c2nc3ccc(-c4cccc(F)c4)nc3s2)CC1,-6,-2
O=C1N=c2ccccc2=C1c1c(O)[nH]c2ccccc12,-2,-2
CC1=C(C(=O)Nc2ccccn2)C(c2cccs2)C2=C(CC(C)(C)CC2=O)N1 (stereo not given),-5,-4
Cc1c(Cc2ccccc2)c(-n2ccnc2)n2c(nc3ccccc32)c1C#N,-1,-2
COc1cc2nc(N(C)CC(=O)O)sc2cc1OC,0,0
COc1ccc(OC)c(/C=C2\N=C(c3ccc(OC)c(OC)c3)OC2=O)c1,18,-3
O=c1c(-c2ccc(O)cc2)coc2c(C3OC(CO)C(O)C(O)C3O)c(O)ccc12 (stereo not given),.,-14
COc1cc(/C=C2\C(=O)NC(=O)N(c3ccc(Br)c(C)c3)C2=O)cc(OC)c1O,18,-2
CCc1ccc(N2CC(C(=O)N(C)Cc3ccccc3)CC2=O)cc1 (stereo not given),9,-8

The list goes on.
structure,mHTT-CaM PPI inh,Pf apPOL inh
O=C(CCc1nnc(-c2ccc(F)cc2)[nH]c1=O)N1CCc2ccccc2C1,4,0
Cc1cccc(NC(=O)CN2C(=O)C(c3ccccc3)=NC23CCCC3)c1,-6,-4
CCOc1c(C)cc(-c2ncccc2O)cc1C,-1,0
COc1ccc2ccccc2c1/C=N/O,i,.
COc1ccc(CN2C(=O)c3ccc(F)cc3C2=O)cc1,-16,-2
COc1ccc(S(=O)(=O)Oc2ccc3c(c2)OC(=Cc2cc(OC)c(OC)cc2OC)C3=O)cc1,12,-34
O=C(CSc1nccn1-c1ccc([N+](=O)[O-])cc1)Nc1nc2ccccc2s1,14,8
O=C(CCCC(=O)c1ccc(F)cc1)c1ccc(F)cc1,.,-3
O=C1Nc2ccccc2/C1=C/c1ccc(Cl)cc1Cl,10,-2
Cc1nc2c(o1)CCc1ccccc1C2O (stereo not given),-4,.
O=C(c1ccc(F)cc1)N1CCC(n2c(-c3ccco3)nc3cccnc32)C1 (stereo not given),9,-2
Cc1cc2c(c(=O)o1)C(c1ccncc1)C(C#N)=C(N)O2 (stereo not given),-2,-13
O=S(=O)(c1ccc2c(c1)OCCO2)N1CC(c2nc(-c3ncccn3)no2)C1,0,5
CSC(=NC1CCCCNC1=O)NC#N (stereo not given),.,-1
COc1ccc(C2=NOC(C(=O)N3CCCCC3)C2)cc1 (stereo not given),-6,-3
COc1cccc(-c2nnc3n2N=C(c2ccc(O)c(O)c2)CS3)c1,52*,-3
Brc1cccc(-c2cn3c(n2)-c2ccccc2C3)c1,47,1
COc1ccc(Cl)cc1N(CC(=O)NC1CCCCCC1)S(C)(=O)=O,3,-6
O=C(C1CCCC1)N1CCN(c2nc(CN3CCOCC3)cs2)CC1,3,-3
CN(NC1OC(=O)c2ccccc21)c1c([N+](=O)[O-])cc(C(F)(F)F)cc1[N+](=O)[O-] (stereo not given),.,-10&-27

Bioassay records as filed in PubChem BioAssay.
